KOR beta-arrestin-1 = KOR antagonists, beta-arrestin recruitment, cell-based, luminescence, uHTS (AID 1778) | Kappa-type opioid receptor (Homo sapiens) | inhibition, % at 10 µM; hits with a dose series show IC50 in µM | hit rate 0.091% among 290,000 | KOR beta-arrestin recruitment, luminescence, antagonist mode; higher % means a stronger effect; note: strong numbers were not always called active
NOD1 inhibition = NOD1 signaling inhibitors, primary screen, cell-based, luminescence, uHTS (AID 1578). hit rate 1% among 290,000. inhibition, % at 4 µM; hits with a dose series show EC50 in µM. NOD1-driven NF-kB luciferase reporter cells, luminescence; higher % means a stronger effect; in the data active = inhibition mostly above about 36%, no sharp cut-off; inactive = mostly below about 34%;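 note: HEK-293T reporter cells stimulated with the NOD1 agonist gamma-tri-DAP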
P. falciparum M17LAP = P. falciparum M17LAP inhibitors, primary screen, biochemical, fluorogenic H-Leu-NHMec substrate, 1536-well (AID 1619); inhibition, % at 30 µM, or IC50 in µM where a hit was titrated; hit rate 0.38% among 220,000; recombinant M17LAP, H-Leu-NHMec fluorogenic kinetic assay; higher % means a stronger effect;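 active = compound inhibiting the enzyme by more than half at any dose during confirmatory dose-response retesting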;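 note: plate controls were full reaction with DMSO carrier for no effect and no enzyme background for full effect; strong numbers were not always called active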
KOR beta-arrestin-2 = KOR agonists, beta-arrestin recruitment, primary screen, cell-based, luminescence, uHTS (AID 1777); activation, % at 10 µM, or EC50 in µM where a hit was titrated; hit rate 0.02% among 280,000; KOR beta-arrestin recruitment, luminescence; higher % means a stronger effect; Kappa-type opioid receptor (Homo sapiens); in the data active = activation above about 50%, passing the limit was not always enough; note: a part of the inactive calls stands beside numbers as strong as those of hits
P. falciparum M1AAP = P. falciparum M1AAP inhibitors, biochemical, fluorogenic H-Leu-NHMec substrate, 1536-well (AID 1445). inhibition, % at 30 µM, or IC50 in µM where a hit was titrated. Aminopeptidase N (Plasmodium falciparum (isolate 3D7)). hit rate 0.42% among 220,000. recombinant M1AAP, H-Leu-NHMec fluorogenic kinetic assay; higher % means a stronger effect;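 active = primary inhibition above the hit cutoff, then over 50% inhibition at one or more dose response concentrations, cut at about 23% in these data, passing the limit was not always enough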;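 note: plate controls were DMSO full reaction for no effect and no enzyme background for full effect; strong numbers were not always called active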
Dynein transport = inhibitors of GR-EGFP nuclear translocation, primary screen, dynein cargo transport inhibitor project, imaging, high-content, 3617.4 mouse cells; test concentration mostly 20 µM; stimulated with dexamethasone, 1 µM; hits give low values; z-score, hits read low; hit rate 0.47% among 220,000;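 active = plate z-score of nuclear minus cytoplasmic receptor signal below a set negative limit, without overly bright fluorescence or cell loss, cut at about -3.5 in these data, passing the limit was not always enough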;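 note: z-score of nuclear minus cytoplasmic ring GR-EGFP intensity difference per well; some compounds called inactive have numbers as strong as hits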
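medium = tetracycline-free induction medium containing charcoal-stripped FBS | probe or stimulus = dexamethasone, 1.0 µM final | timing = 48 h induction, then 1 h compound, then 30 min agonist, 37 °C | detection = automated 10x imaging of fixed Hoechst-stained cells | read-out basis = nuclear versus cytoplasmic GR-EGFP signal, averaged per well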
GPR55 activation = GPR55 agonists via beta-arrestin recruitment, primary screen, imaging, U2OS cells, beta-arrestin-GFP redistribution (AID 1961) | hit rate 0.048% among 290,000 | activation, % at 10 µM; hits with a dose series show EC50 in µM | U2OS GPR55 beta-arrestin-GFP redistribution imaging; higher % means a stronger effect | G-protein coupled receptor 55 (Homo sapiens);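 active = activation above 40% with more than 50 cells counted in the well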;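 note: U2OS osteosarcoma cells stably expressing GPR55 and beta-arrestin-GFP; plate controls were DMSO negative control for no effect and LPI positive control for full effect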
AID2073 = inhibitors of Mint1-CaV2.2 protein interaction, biochemical, HTRF (AID 2073); HTRF protein-protein interaction, Mint1-CaV2.2; higher % means a stronger effect; Voltage-dependent N-type calcium channel subunit alpha-1B (Homo sapiens); hit rate 0.19% among 290,000; one-dose inhibition, % at 20 µM; IC50 in µM for titrated hits; in the data active = inhibition mostly above about 51%, no sharp cut-off; note: some results filed as inactive read as strong as hits
NOD2 inhibition = NOD2 signaling inhibitors, cell-based, luminescence, uHTS, HEK293 (AID 1566) | HEK293 NOD2/NF-kB luciferase reporter, luminescence; higher % means a stronger effect | inhibition, % at 4 µM; hits with a dose series show EC50 in µM | hit rate 0.63% among 290,000; note: many of its hits are not listed in these tables
Dynein transport cytoplasmic EGFP = also measured in Dynein transport; calls as there; z-score; measured here: cytoplasmic GR-EGFP intensity; hits give high values
Dynein transport nuclear GR-EGFP = further read-out of Dynein transport, marked with its call; z-score; measured here: nuclear GR-EGFP intensity;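 lower value marks the stronger effect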
Dynein transport cell count = further read-out of Dynein transport, marked with its call; z-score; measured here: cell count per field
* marks the source's active call; other numbers are inactive results; x = not tested or not shown; [ ] = dose if it differs, or a comment. Cut-off read from the data, not from the text of the source, unless noted: active = inhibition above about 50%; inactive = the rest. Not all compounds are listed; rates above refer to the full screens.

SMILES	KOR beta-arrestin-1	NOD1 inhibition	P. falciparum M17LAP	KOR beta-arrestin-2	P. falciparum M1AAP	Dynein transport	Dynein transport cytoplasmic EGFP	Dynein transport nuclear GR-EGFP	Dynein transport cell count	GPR55 activation	AID2073	NOD2 inhibition
CN(C[C@@H](Cc1cccc2ccccc12)N(C[C@H](Cc1ccccc1)N(CCc1ccccc1)N=O)N=O)N=O	-16%	-13%	-2%	1.4%	5%	-0.63	-0.27	-0.12	0.47	-0.1%	-1%	-6%
Cc1cccn2c(=O)c3cc(C(=O)NC4CCCC4)c(=N)n(CCc4ccccc4)c3nc12	-62%	33%	x	22%	x	x	x	x	x	-0.1%	23%	28%
Cc1cccc(-n2cc3c(=O)n(C)c(=O)n(C)c3c2)c1	-37%[20 µM]	-46%	27%	x	-2%	1.5	-0.06	1.2	-2.3	-0.1%	-11%	-23%
CCOC(=O)C1=C(O)/C(=C\c2ccc(CNC(=O)C(=O)Nc3ccc(C)c(C)c3)o2)N=C1C	-1%	10%	8%	-3.9%	0%	-0.76	0.3	-0.21	0.72	-0.1%	9%	18%
COc1ccc(CCC(=O)NNC(=O)Nc2ccc(C(C)C)cc2)cc1	-7%	-26%	x	-1.1%	x	x	x	x	x	0.3%	-2%	-4%
COc1ccc(/C=C/C(=O)N2CCCc3ccccc32)c(OC)c1	-35%	-5%	x	0.8%	x	x	x	x	x	-0.4%	7%	29%
O=[N+]([O-])c1ccc2oc(C(O)c3cccc(Cl)c3)cc2c1 (stereo not drawn)	29%	-9%	x	0.3%	x	x	x	x	x	-0.1%	-1%	-8%
O=C(CCc1cnccn1)NC1CCCc2c1cnn2-c1ccc(F)cc1F (stereo not drawn)	-12%	-28%	4%	0.2%	3%	1.2	-0.2	0.35	-1.3	-0.2%	0%	9%
Cc1cccc(C(=O)OCC(=O)NCCNC(=O)COC(=O)c2cccc(C)c2C)c1C	5%	-22%	x	1.7%	x	x	x	x	x	0.0%	-7%	11%
Fc1ccccc1Cn1cnc(NC(=S)NCCc2ccccc2)n1	-313%[20 µM]	47%*	8%	20%	6%	-0.45	-0.057	-0.7	0.66	-0.1%	-19%	7%
COc1cc(NS(=O)(=O)c2ccc(Nc3nc(-c4cccc([N+](=O)[O-])c4)cs3)cc2)nc(OC)n1	-92%	-37%	4%	2.1%	11%	-0.55	-0.27	0.62	-0.34	0.1%	-1%	-6%
O=C(Cn1nnc(-c2ccc(Cl)cc2)n1)NCCC1=CCCCC1	24%	-8%	-4%	-1.5%	9%	-0.34	-0.17	-0.0027	0.13	-0.3%	3%	5%
COc1ccc(-c2nnc3ccc(SCC(=O)Nc4nccs4)nn23)cc1OC	-8%	13%	3%	-4.0%	7%	0.39	-0.25	0.73	-0.54	-0.2%	8%	-36%
Cc1cc(C(=O)NCC(=O)OCC(=O)NCCc2ccccc2)ccc1[N+](=O)[O-]	3%	-22%	2%	-2.8%	-4%	0.91	-0.18	0.67	-1.6	-0.2%	4%	-5%
Cc1cc(-c2ccccc2)nc(N2CCN(c3ccccn3)CC2)n1	34%	5%	-5%	-2.7%	1%	-0.52	-0.098	-0.19	0.7	-0.1%	13%	-21%
Cc1cnc(C(=O)Oc2c(C)ccc(C)c2C)cn1	-5%	-3%	14%	-5.3%	-2%	-0.23	-0.17	-0.015	-0.46	0.5%	8%	12%
O=C(O)c1ccc(CSc2nc3ccccc3c(=O)n2-c2ccccc2)cc1	30%	-5%	x	-2.0%	x	x	x	x	x	-0.1%	6%	4%
Cc1noc(C)c1COc1cccc(C(=O)OC(C)C(=O)Nc2ccc3c(c2)OCO3)c1 (stereo not drawn)	-45%	-28%	-3%	1.2%	2%	0.89	-0.17	0.95	0.23	0.0%	2%	-28%
Cc1nc(NC(=O)CSc2nc3cccnc3n2Cc2ccccc2)sc1C	30%	-34%	2%	x	2%	-0.66	-0.2	-0.32	1.3	-0.1%	-1%	24%
O=C(NCc1ccccc1)c1cccnc1Sc1ccccc1	18%	3%	x	6.4%	x	x	x	x	x	0.0%	6%	-23%
CSc1ccc(/C=C(\NC(=O)c2ccco2)C(=O)N2CCCCC2)cc1	-19%	-34%	x	5.1%	x	x	x	x	x	-0.1%	8%	4%
COc1cccc(C(=O)N=c2sc3cc(S(C)(=O)=O)ccc3n2C)c1	-44%	-63%	1%	9.9%	0%	0.57	-0.3	0.55	0.05	0.4%	13%	-35%
O=C(/C=C/c1ccc(Cl)cc1Cl)NCc1ccco1	-25%	-17%	-4%	12%	1%	-0.31	0.0033	-0.15	0.67	0.2%	0%	-39%
O=C(CS(=O)(=O)c1ccccc1)Nc1cccnc1	-17%	-17%	-10%	-2.1%	-4%	0.74	-0.34	0.39	0.66	0.2%	-3%	-22%
O=C(Nc1ccc(N2CCCC2)c(Cl)c1)c1ccccc1[N+](=O)[O-]	-6%	-48%	-9%	4.0%	1%	-0.74	-0.27	-0.71	0.49	0.2%	-2%	15%
SMILES	KOR beta-arrestin-1	NOD1 inhibition	P. falciparum M17LAP	KOR beta-arrestin-2	P. falciparum M1AAP	Dynein transport	Dynein transport cytoplasmic EGFP	Dynein transport nuclear GR-EGFP	Dynein transport cell count	GPR55 activation	AID2073	NOD2 inhibition
CNC(=O)CSc1nc(N)c2c3c(sc2n1)CCC3	-17%	-1%	16%	-1.7%	1%	-0.39	-0.094	-0.73	-0.98	-0.2%	-6%	2%
O=C(c1cnn2ccccc12)N1CCN(C2CCCCC2)CC1	-14%	1%	5%	0.7%	27%*	0.079	-0.15	0.35	-0.44	-0.2%	0%	9%
C/C(=N\NC(=O)c1ccccc1F)c1ccc(C#N)cc1	-5%	-60%	-9%	2.4%	7%	-0.63	-0.26	-0.18	0.038	-0.2%	-6%	-38%
CCn1c(COc2ccccc2OC)nnc1SCC#N	34%	4%	-10%	1.9%	10%	0.72	0.11	0.75	-1.1	-0.2%	4%	-7%
Cc1nnc(SCCC(C)C)[nH]c1=O	15%	-4%	-2%	-3.2%	-5%	1.3	-0.2	1.6	-1.5	-0.2%	4%	9%
COc1ccc(S(=O)(=O)Nc2ccncc2)c(C)c1C	-24%	-50%	4%	1.6%	3%	-0.021	-0.37	-0.055	0.17	-0.1%	14%	18%
COc1ccc(-n2c(SCC(=O)Nc3ccc(NC(C)=O)cc3)nc3ccccc3c2=O)cc1	46%	10%	x	-0.5%	x	x	x	x	x	0.0%	-2%	4%
O=C(N/N=C/c1ccc2nccnc2c1)c1cccc([N+](=O)[O-])c1	3%	-50%	14%	5.1%	6%	-0.18	-0.13	-0.028	-0.18	-0.5%	-9%	-32%
Fc1cccc(CSc2ccc(-c3ccco3)nn2)c1	31%	-44%	2%	-3.5%	8%	-0.35	-0.068	-0.3	-0.73	-0.5%	19%	-82%
CCC(=O)N1CCN(c2ccc(Cl)cc2NC(=O)Cc2ccccc2)CC1	37%	-13%	5%	-2.9%	8%	0.41	-0.23	0.62	-0.086	0.0%	-3%	-15%
COc1ccc(NC(=O)C2=CC(c3ccco3)=NS(=O)(=O)N2C)cc1	3%[20 µM]	32%	x	-6.9%	x	x	x	x	x	-0.3%	6%	8%
COc1ccc(S(=O)(=O)CC(=O)c2cc3cccc(C)c3oc2=O)cc1	-7%	-8%	x	1.2%	x	x	x	x	x	-0.1%	2%	4%
Cc1cc(C(=O)CSc2nnc(-c3ccc(F)cc3)o2)c(C)n1CC1COc2ccccc2O1 (stereo not drawn)	6%	-10%	-1%	2.0%	3%	-0.17	0.029	0.19	-0.65	-0.1%	1%	19%
CSc1cccc(NC(=S)N2CCCN(Cc3ccc(F)cc3)C2)c1	-3%	-30%	-5%	-3.4%	12%	-0.13	-0.31	0.063	0.22	-0.5%	-21%	-2%
CC(C)C(O)C1CCN(Cc2nc(Cc3ccccc3Cl)no2)CC1 (stereo not drawn)	-1%	-38%	3%	-3.7%	8%	0.067	-0.2	0.16	-0.6	0.1%	1%	-5%
COc1ccc(C)cc1S(=O)(=O)NC(C)c1cnn(-c2ccccn2)c1C (stereo not drawn)	-7%	-12%	x	5.4%	x	x	x	x	x	-0.1%	4%	7%
CCOC(=O)c1c(NC(C)=O)sc2c1CCC(C=O)=C2Sc1ccccc1	5%	6%	-3%	-5.9%	19%	-1.1	2.3	-0.19	-1.9	-0.2%	-40%	20%
CCc1nn(CCCC(=O)NCc2ccccc2C)c(=O)c2cc3occc3n12	-27%	-7%	x	-2.2%	x	x	x	x	x	0.0%	3%	20%
Cc1cc(Cl)ccc1NC(=O)CN1C(=O)CSc2ccc(S(=O)(=O)N3CCOCC3)cc21	-24%	-18%	x	5.1%	x	x	x	x	x	-0.1%	-6%	11%
COc1cc(/C=C2/SC(=S)N(Cc3ccccc3)C2=O)cc(Cl)c1O	-4%	-2%	x	1.6%	x	x	x	x	x	0.0%	48%	-11%
CCCCn1c(CN2CCN(C(=O)OCC)CC2)nc2c1c(=O)[nH]c(=O)n2C	-5%	x	6%	1.5%	-2%	0.29	-0.33	0.18	0.07	-0.1%	-1%	5%
Cc1nc(-c2ccc(S(=O)(=O)Nc3ccc(Br)cc3F)cc2)co1	-52%	-13%	x	-0.2%	x	x	x	x	x	-0.2%	-1%	32%
CC1=NN(C(=O)c2cccnc2)C(O)(C(F)(F)F)C1 (stereo not drawn)	4%	-25%	0%	-6.6%	9%	-0.16	-0.12	0.16	0.27	-0.4%	3%	-2%
CC(=O)c1cc(CN2C(=O)CCC2=O)cs1	40%	24%	2%	-0.1%	-1%	-0.23	-0.18	0.093	0.087	0.1%	30%	12%
Cc1cc2cc(CCNC(=O)CC(C)C)c(=O)[nH]c2cc1C	-13%	-20%	-4%	1.3%	4%	0.58	-0.13	0.52	-0.62	-0.3%	-2%	16%
